Screening results from PubChem BioAssay.
CRFR2-BP ag: CRF-BP/CRF-R2 complex agonism. HEK293 CRF-R2/CRF-BP, calcium dye fluorescence (FLIPR); percent of saturating CRF peptide response. actives 0.46% (n = 350,000). AID 588473. activation, % at 13.2 µM;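 active means activation of at least 50%, plus an integration ratio under a set limit after plate pattern correction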;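 further: plate controls were neutral control wells without compound for no effect and CRF at EC100 for full effect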
CRFBP-R2 block: blocks CRF-induced signaling of the CRF-BP/CRF-R2 complex | AID 588475 | actives 0.59% (n = 350,000) | HEK293 CRF-R2/CRF-BP, CRF-induced calcium fluorescence | inhibition, % at 11.8 µM;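 active means inhibition of the ligand-induced calcium signal above about 50% at the single tested concentration, limit read from the data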
CHRM5 PAM: potentiates acetylcholine response at human M5 receptor. CHO-K1 hM5, Fluo-8 calcium, ACh EC20 PAM; 0% = ACh EC20, 100% = ACh EC100. actives 0.3% (n = 360,000). P08912. activation, % at 3 µM;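 active means activation above the run cutoff, the mean activation of all test compounds plus 3 SD, cut at about 18% in these data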
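Assay system – human M5 receptor in CHO-K1 cells · Read-out – % activation, ACh-normalized · Technique – Fluo-8 calcium fluorescence · Dosing – single-point, 3 µM nominal · Incubation – Fluo-8 loading 80 min at 37 °C plus 30 min room temperature · Repeats – singlicate, one well per test compound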
M5 antag: antagonists of human muscarinic M5 receptor (CHRM5); CHO-hM5 cells, Fluo-8 calcium fluorescence, ACh EC80; AID 624040; actives 0.59% (n = 360,000); inhibition, % at 3 µM;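 active means inhibition above a per-plate cutoff, the mean of that plate's test compounds plus 3 SD, cut at about 27% in these data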;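 further: 0% = acetylcholine EC80 with DMSO and 100% = DMSO without agonist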
CHRM4 agonist: CHRM4 agonism in calcium assay; CHO-K1 hM4/Gqi5, Fluo-8 calcium fluorescence; vehicle 0%, full acetylcholine response 100%; P08173; activation, % at 3 µM; actives 0.14% (n = 360,000);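 active means activation above the run mean over all test wells plus 3 SD, cut at about 32% in these data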;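 further: peak over basal fluorescence ratio per well then scaled between controls; 0% = DMSO wells and 100% = acetylcholine at EC100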
Target sequence (P08173 whole entry, looked up): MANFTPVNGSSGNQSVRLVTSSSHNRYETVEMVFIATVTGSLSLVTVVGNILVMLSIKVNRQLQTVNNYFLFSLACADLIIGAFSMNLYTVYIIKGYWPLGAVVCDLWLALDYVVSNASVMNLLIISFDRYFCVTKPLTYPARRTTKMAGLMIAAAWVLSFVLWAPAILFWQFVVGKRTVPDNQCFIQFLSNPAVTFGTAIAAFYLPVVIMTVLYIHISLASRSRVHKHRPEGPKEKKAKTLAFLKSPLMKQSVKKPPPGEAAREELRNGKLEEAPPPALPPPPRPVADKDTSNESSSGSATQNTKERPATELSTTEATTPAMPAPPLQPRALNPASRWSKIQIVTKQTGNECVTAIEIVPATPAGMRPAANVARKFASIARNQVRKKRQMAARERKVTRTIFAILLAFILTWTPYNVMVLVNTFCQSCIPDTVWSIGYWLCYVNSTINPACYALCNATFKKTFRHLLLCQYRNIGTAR
M5 ag: CHRM5 agonism in calcium assay; P08912; actives 0.19% (n = 360,000); CHO-K1 hM5 cells, Fluo-8 calcium fluorescence; 0% DMSO wells, 100% maximal acetylcholine response; activation, % at 3 µM;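 active means activation above the run's mean over test compounds plus 3 SD, cut at about 23% in these data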;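 further: signal is peak over basal fluorescence ratio across the kinetic read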
M4 PAM: CHRM4 positive allosteric modulation. actives 0.4% (n = 360,000). P08173. activation, % at 3 µM. CHO-K1 hM4/Gqi5, Fluo-8 calcium fluorescence, ACh EC20; 0% = ACh EC20, 100% = maximal ACh;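 active means activation above its plate's cutoff, the mean activation of sample wells plus 3 SD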; further: some results filed as inactive read as strong as hits
CHRM4 antagonist: antagonists of human muscarinic M4 receptor (CHRM4); P08173; CHO-hM4 cells, ACh EC80, Fluo-8 calcium fluorescence; inhibition, % at 3 µM; actives 0.73% (n = 360,000); AID 624125;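 active means inhibition above its plate's cutoff, the mean inhibition of sample wells plus 3 SD, cut at about 27% in these data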;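 further: 0% = acetylcholine EC80 with DMSO and 100% = DMSO without agonist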
CHRM1 PAM: positive allosteric modulators of human M1 muscarinic receptor | P11229 | CHO-K1 hM1, Fluo-8 calcium fluorescence, ACh EC20; 0% = ACh EC20, 100% = maximal ACh | activation, % at 3 µM | actives 0.088% (n = 360,000); in the data active means activation above about 19%, passing the limit was not always enough
Target sequence (P11229 whole entry, looked up): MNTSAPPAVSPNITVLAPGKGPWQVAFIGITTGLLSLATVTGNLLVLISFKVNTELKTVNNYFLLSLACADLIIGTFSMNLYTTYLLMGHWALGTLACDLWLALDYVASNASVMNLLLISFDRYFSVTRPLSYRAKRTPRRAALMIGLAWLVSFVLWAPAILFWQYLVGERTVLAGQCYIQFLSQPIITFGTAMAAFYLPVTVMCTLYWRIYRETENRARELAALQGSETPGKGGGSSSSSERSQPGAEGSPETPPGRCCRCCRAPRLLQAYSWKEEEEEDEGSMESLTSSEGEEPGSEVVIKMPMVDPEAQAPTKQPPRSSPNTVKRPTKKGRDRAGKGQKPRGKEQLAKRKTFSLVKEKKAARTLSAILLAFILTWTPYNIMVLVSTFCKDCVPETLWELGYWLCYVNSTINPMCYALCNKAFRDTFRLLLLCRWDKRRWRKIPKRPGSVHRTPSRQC
* marks the source's active call; other numbers are inactive results; · = not tested or not shown.

SMILES	CRFR2-BP ag	CRFBP-R2 block	CHRM5 PAM	M5 antag	CHRM4 agonist	M5 ag	M4 PAM	CHRM4 antagonist	CHRM1 PAM
Cc1ccc(S(=O)(=O)Nc2ccc(Nc3nccn4c(-c5cccc(OC(F)(F)F)c5)cnc34)cc2)cc1	·	·	-3.9	1.2	-0.3	-1.1	0.3	5.3	3.6
Cc1ccc(NS(=O)(=O)c2ccc(C(C)(C)C)cc2)cn1	-3.8	-7.2	0.2	2.4	0.4	2.8	3.7	-10.9	9.0
CC[C@H](C)C1OC(=O)[C@@H](C)[C@@H](CC)NC(=O)[C@H](C)N(C)C(=O)C(C)(C)C(=O)C(C)NC(=O)[C@H](Cc2ccc(OC)cc2)N(C)C(=O)[C@H](C(C)C)N(C)C(=O)CNC(=O)[C@H](CC(C)C)N(C)C(=O)CNC1=O (stereo partly drawn)	·	·	13.0	-7.4	-0.1	2.8	22.7*	-17.4	8.1
COc1ccc(N(CC(C)C)S(=O)(=O)c2nnc(NC(=O)CC(C)C)s2)cc1	3.1	0.7	-10.6	18.7	11.0	0.3	-10.3	3.9	-4.0
CCN(CC)S(=O)(=O)c1ccc(NC(=O)c2cccnc2Cl)c(NC(=O)c2cccnc2Cl)c1	0.3	45.9	3.6	9.4	1.2	1.1	2.5	-4.2	-3.0
CCCn1c(N)c(N(CCOC)C(=O)c2ccccc2F)c(=O)[nH]c1=O	-0.7	6.4	1.5	-0.5	0.1	-1.2	-4.8	7.0	0.2
O=C(COC(=O)CNC(=O)c1ccccc1F)Nc1nnc(-c2ccccc2)o1	-1.1	24.9	1.4	0.9	1.3	0.3	-0.7	-0.9	6.4
Cc1ccc(NS(=O)(=O)c2ccc3c(c2)oc(=O)n3C)c(C)c1	0.2	-1.8	-9.9	3.4	5.5	-3.7	-4.3	5.0	10.6
CCCn1nc2ccccc2c1P(=N)(N1CCOCC1)N1CCOCC1	-0.1	1.7	-1.2	4.8	0.6	1.0	2.5	-3.7	11.7
Cc1ccc(-c2cnc(SCC(=O)N3CCCc4ccccc43)n2C)cc1	-1.1	5.2	0.8	-7.1	4.0	-2.4	5.9	-9.5	5.5
COC(=O)c1ccc(Cl)cc1N(Cc1c(F)cccc1Cl)S(C)(=O)=O	25.0	-9.6	-8.5	12.4	-1.1	-3.8	-5.8	16.8	5.3
CCn1c(SCc2ccccc2)nnc1C1CCN(S(=O)(=O)c2ccc(OC)cc2)CC1	0.3	-7.4	-23.9	8.2	4.4	-11.3	-7.3	-1.0	-8.3
Nc1n[nH]c(-c2ccc(Br)cc2)c1Cl	-2.2	-11.8	3.6	-4.0	2.1	1.9	13.6	-2.9	4.2
Cc1ccnc(SCC(=O)N2CCN(c3ccccc3)CC2)n1	-0.4	-5.5	2.1	3.7	0.3	0.0	3.9	4.7	-2.7
Cc1ccc(NC(=O)C2CCCN2S(=O)(=O)c2cccc3cccnc23)c(C)c1 (stereo not drawn)	-2.2	0.2	1.4	-1.8	1.9	-2.8	9.8	-3.7	9.1
CCCCNc1ccccc1C(=O)OCC(=O)Nc1ccc(S(N)(=O)=O)cc1	-0.9	11.4	-1.2	7.1	-1.0	-1.8	-5.7	13.4	6.0
COc1ccccc1N1C(=O)CC(N(O)c2ccccc2)C1=O (stereo not drawn)	-1.4	-6.8	11.0	-5.4	3.1	-4.1	-1.2	-9.6	5.7
CCSc1nc2c(c(=O)n1-c1ccc(F)cc1)SCC2	-2.1	12.6	5.8	-6.2	-0.6	-7.0	1.7	4.7	8.1
C/C(=N\NC(=O)C1CC1c1ccccc1)c1cccs1 (stereo not drawn)	-1.7	-10.3	-0.1	-0.5	1.5	2.2	6.5	2.9	8.5
Cc1ccc(C)c(Cn2c(C(C)O)nc3ccccc32)c1 (stereo not drawn)	-0.6	4.0	-4.2	2.8	1.2	-7.9	2.2	-4.8	-5.0
Cc1cc(C)nc(N/N=C/c2cc(Br)ccc2O)n1	1.1	-30.9	12.7	-6.8	1.1	-1.9	16.6	-7.3	10.9
CCOC(=O)C1=C[C@@H](c2ccccc2)N(S(=O)(=O)c2ccc(C)cc2)[C@H]1c1ccc(F)cc1	·	·	-7.7	4.5	-1.5	0.8	-5.9	-0.8	3.3
CCOC(=O)[C@]12CCCC=C1N(Cc1ccc(Cl)cc1Cl)C(=O)[C@H](CC(=O)N1CCN(C(=O)c3ccco3)CC1)C2	·	·	-6.2	-6.5	5.9	-0.1	-0.9	-21.9	·
C=CCN1C(=O)NC2(CCCCC2)C1=O	4.8	-6.0	1.5	-1.9	1.5	-1.2	7.1	-10.2	6.5
COC(=O)[C@H](CO)NS(=O)(=O)c1ccc(C)cc1	-2.0	13.6	-2.3	-5.9	0.4	0.4	-1.7	-7.0	8.9

Continued.
SMILES	CRFR2-BP ag	CRFBP-R2 block	CHRM5 PAM	M5 antag	CHRM4 agonist	M5 ag	M4 PAM	CHRM4 antagonist	CHRM1 PAM
CCOC(=O)C1CCN(C(=O)C2CCCCC2)CC1	0.8	-19.8	-3.7	2.6	1.1	0.6	-3.2	1.1	7.3
COc1ccc(C(=O)NCC(c2cccs2)N2CCOCC2)cc1OC (stereo not drawn)	-0.2	-3.6	0.9	-4.0	0.5	3.5	3.4	4.6	9.3
COc1ccc(C(CC(=O)O)NC(=O)C2CCCCC2)cc1 (stereo not drawn)	-0.9	-9.8	-0.3	-5.0	1.3	1.9	5.4	4.2	12.5
COc1ccc(NC(=O)c2cnc(NS(=O)(=O)c3ccccc3)nc2)cc1	-0.4	7.6	2.3	-4.5	0.8	-2.1	6.1	-8.8	29.7*
CCOC(=O)C1(CCCc2ccccc2)CCN(S(=O)(=O)N(C)C)CC1	-0.2	11.6	-4.2	1.4	11.9	4.3	-7.5	-16.9	-4.3
Cc1ccc(C(=O)/C=C/Nc2ccccc2C(N)=O)o1	1.2	1.2	-5.2	1.8	5.6	0.7	-5.3	2.1	4.6
O=C(NC(CC(=O)N1CCCC(C(F)(F)F)C1)c1ccccc1)c1ccccc1Cl (stereo not drawn)	0.0	-4.5	-1.0	-5.5	1.4	-3.1	-3.2	-7.1	6.7
C[C@@]12C(=O)N(CC3CCCO3)CC(=O)N1[C@@H]1c3ccccc3OC[C@@H]1[C@@H]2c1ccccc1 (stereo partly drawn)	-1.2	16.5	2.6	-10.3	0.1	1.6	-5.2	-6.3	5.0
Cc1ccc(CSCC(=O)N/N=C/c2sccc2C)cc1	0.0	-13.2	0.8	-1.0	1.4	-2.7	-1.4	4.5	4.7
COc1ccccc1-n1nnnc1SCC(=O)NCC1CCCO1 (stereo not drawn)	0.9	-0.3	3.5	-0.2	1.0	1.7	8.7	-1.6	4.3
COc1ccc([N+](=O)[O-])cc1NC(=O)C(C)Sc1nc(-c2ccccc2)cs1 (stereo not drawn)	3.4	13.3	-0.9	0.3	-1.2	-3.1	-10.3	3.8	-4.2
CCOC(=O)N1CCN(C(=O)c2ccc3c(=O)n(CCC4=CCCCC4)c(=O)[nH]c3c2)CC1	-1.3	9.9	-7.6	5.5	2.3	-4.2	-23.7	39.4*	-22.6
O=C(COC(=O)c1ccc(F)cc1)NCC1COc2ccccc2O1 (stereo not drawn)	-2.4	1.6	-4.6	7.4	2.7	0.5	7.0	-3.1	9.2
COc1ccc(NC(=O)/C(C#N)=C/c2ccc(OCc3ccccc3F)cc2)cc1	-0.3	9.9	-12.0	15.1	0.7	-2.2	6.2	-9.3	-5.6
CC(=O)c1cc(-c2ccccc2)n(CCC(=O)NC(C)(C)C)c1C	-2.5	-41.8	-3.1	11.3	0.4	-4.8	10.3	-4.6	4.5
CCCCc1nc2sc3c(=O)[nH]c(=S)[nH]c3c2c2c1CCC2	1.5	0.2	-4.6	10.4	0.3	-0.9	-1.3	-3.3	5.1
COc1ccc(S(=O)(=O)NC2CC(=O)N(c3ccccc3)C2)cc1C (stereo not drawn)	-0.6	3.7	-2.5	-9.3	3.8	-2.5	-1.3	-6.0	6.3
COc1ccc(C(C(=O)NCC2CCCO2)N(C(=O)CNC(=O)c2cccs2)c2ccc(C(C)=O)cc2)cc1OC (stereo not drawn)	-1.3	8.1	12.9	-2.4	0.6	3.4	-3.3	4.4	4.4
CCCn1nc(NC(C)=O)c2cc3cccc(C)c3nc21	0.5	-3.8	-4.2	-0.1	2.1	-4.4	7.4	-12.0	-2.0
Cn1c(C(C#N)C(=O)c2sc3ccccc3c2Cl)nc2ccccc21 (stereo not drawn)	4.7	4.9	-6.2	-1.7	1.1	-2.1	12.1	3.1	6.0

Eleven entries out of the list, sorted by formula weight, high to low:
SMILES	CRFR2-BP ag	CRFBP-R2 block	CHRM5 PAM	M5 antag	CHRM4 agonist	M5 ag	M4 PAM	CHRM4 antagonist	CHRM1 PAM
COc1ccc(C(C(=O)NCC2CCCO2)N(C(=O)CNC(=O)c2cccs2)c2ccc(C(C)=O)cc2)cc1OC (stereo not drawn)	-1.3	8.1	12.9	-2.4	0.6	3.4	-3.3	4.4	4.4
O=C(NC(CC(=O)N1CCCC(C(F)(F)F)C1)c1ccccc1)c1ccccc1Cl (stereo not drawn)	0.0	-4.5	-1.0	-5.5	1.4	-3.1	-3.2	-7.1	6.7
COc1ccc([N+](=O)[O-])cc1NC(=O)C(C)Sc1nc(-c2ccccc2)cs1 (stereo not drawn)	3.4	13.3	-0.9	0.3	-1.2	-3.1	-10.3	3.8	-4.2
COc1ccc(NC(=O)/C(C#N)=C/c2ccc(OCc3ccccc3F)cc2)cc1	-0.3	9.9	-12.0	15.1	0.7	-2.2	6.2	-9.3	-5.6
CCOC(=O)C1(CCCc2ccccc2)CCN(S(=O)(=O)N(C)C)CC1	-0.2	11.6	-4.2	1.4	11.9	4.3	-7.5	-16.9	-4.3
Cn1c(C(C#N)C(=O)c2sc3ccccc3c2Cl)nc2ccccc21 (stereo not drawn)	4.7	4.9	-6.2	-1.7	1.1	-2.1	12.1	3.1	6.0
CCCCc1nc2sc3c(=O)[nH]c(=S)[nH]c3c2c2c1CCC2	1.5	0.2	-4.6	10.4	0.3	-0.9	-1.3	-3.3	5.1
CC(=O)c1cc(-c2ccccc2)n(CCC(=O)NC(C)(C)C)c1C	-2.5	-41.8	-3.1	11.3	0.4	-4.8	10.3	-4.6	4.5
CCCn1nc(NC(C)=O)c2cc3cccc(C)c3nc21	0.5	-3.8	-4.2	-0.1	2.1	-4.4	7.4	-12.0	-2.0
Cc1ccc(C(=O)/C=C/Nc2ccccc2C(N)=O)o1	1.2	1.2	-5.2	1.8	5.6	0.7	-5.3	2.1	4.6
CCOC(=O)C1CCN(C(=O)C2CCCCC2)CC1	0.8	-19.8	-3.7	2.6	1.1	0.6	-3.2	1.1	7.3

The order is random, and some 2.6% of all compounds hit somewhere here.
